Source: PubChem BioAssay
HepG2 viability = qHTS for Inhibitors of TGF-b: Cytotox Counterscreen. hit rate 0.76% among 410,000. Potency, µM (series often up to 46.1 µM), for the others: at the top dose activity change, negative = cytotoxicity, actives largely listed as cytotoxic. HepG2 CAGA-GFP viability, ATP luminescence, 18 h; further: potency means the concentration at half of the fitted maximal effect; some results filed as inactive show a strong effect at the top dose
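HepG2 CAGA-GFP cells (1000/well, DMEM with 1% FBS) received compound, then TGF-beta at 500 pg/mL final, and were incubated 18 hours at 37 degrees C. Viability was read by CellTiter-Glo luminescence. Media-only wells were set as complete cell-killing and DMSO as no toxicity.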
Nrf2 block = Nrf2 qHTS screen for inhibitors; Potency, µM (titrated, usually from 46 µM), for the others: at the highest dose activity change, negative = inhibition, most hits filed as inhibitors; AID 504444, 2011; A549 ARE-Fluc reporter, luciferase luminescence, 18-24 h; hit rate 2.1% among 360,000; further: potency means the concentration at half of the fitted maximal effect; on the % scale 0 is the no-effect control and ±100 the full control effect; nearly all actives have a fitted effect of over 60% in size
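Cells were seeded and rested 2 h, then exposed to compounds for 18-24 h. CellTiter-Fluor was read first as a viability measure. BugLite was added 15 min before the final luminescent read of ARE-luciferase activity in A549 cells.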
TGFb inhibitor = qHTS for Inhibitors of TGF-b. HepG2 CAGA-GFP TGF-b/SMAD3 reporter, GFP fluorescence, 18 h; TGF-beta stimulated, 500 pg/mL final. Potency, µM (highest dose often 46.1 µM), for the others: at the highest dose activity, negative = inhibition, hits mostly inhibitors. hit rate 1.2% among 410,000. AID 588855, 2011; further: potency means the concentration at half of the fitted maximal effect; on the % scale 0 is the no-effect control and ±100 the full control effect; nearly all actives have a fitted effect of over 65% in size
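HEPG2 CAGA-GFP reporter cells (1000/well, DMEM with 1% FBS) received compounds, then recombinant TGF-beta at 500 pg/mL final for 18 hours at 37 degrees C. Per-cell GFP summed per well was normalised to unstimulated and stimulated DMSO controls before curve fitting.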
Nrf2 ARE act = qHTS of Nrf2 Activators | AID 624171, 2012 | hit rate 0.31% among 410,000 | AREc32 ARE-luciferase reporter (MCF7-derived line), luminescence, 24 h | Potency, µM (series often up to 46.1 µM), without a hit: top-dose activation, hits mostly activators; further: potency means the concentration at half of the fitted maximal effect; % of control where 0% means no effect; nearly all actives have a fitted effect of over 65% in size
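Reporter line AREc32 (ARE-Fluc), seeded overnight in OPTI-MEM with 5% FBS; compound pin-transferred, 24 hr at 37 deg C, 5% CO2; luminescent read-out.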
ATXN viability = Viability Counterscreen for Primary qHTS for Inhibitors of ATXN expression | S2 cells (HEK-293 line with an ATXN2-luciferase reporter) viability, CellTiter-Fluor protease fluorescence, 24 h | Potency, µM (titrated, usually from 56.7 µM), actives largely listed as cytotoxic | hit rate 0.49% among 400,000 | AID 651635, 2014; further: potency means the concentration at half of the fitted maximal effect; nearly all actives have a fitted effect of over 40% in size
A549 viability = Nrf2 qHTS screen for inhibitors: counterscreen for cytotoxicity | Potency, µM (highest dose often 46 µM), for inactives: at the highest dose activity change, negative = cytotoxicity, usual class: inhibitors | A549 ARE-Fluc cells, CellTiter-Fluor viability, 18-24 h | hit rate 0.16% among 390,000; further: potency means the concentration at half of the fitted maximal effect; on the % scale 0 is the no-effect control and ±100 the full control effect
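A549 ARE_Fluc cells in 5% FBS OPTI-MEM were exposed to compounds in concentration-response for 18-24 h at 37 deg C. Viability was read by CellTiter-Fluor fluorescence (Ex 405/Em 525) after 30 min, before the luciferase read.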
EPAC2 agonist = qHTS for Agonist of cAMP-regulated guanine nucleotide exchange factor 4 (EPAC2): primary screen; Rap guanine nucleotide exchange factor 4 (Homo sapiens), Q8WZA2; EPAC2 activation, biochemical qHTS; response scale: 100% = 6.5 mM cAMP response; Potency, µM (titrated, usually from 154 µM), for the others: top-dose activation, actives largely listed as activators; hit rate 0.079% among 360,000; AID 720711, 2013; further: potency means the concentration at half of the fitted maximal effect; nearly all actives have a fitted effect of over 50% in size
Target sequence (Q8WZA2 whole entry, looked up): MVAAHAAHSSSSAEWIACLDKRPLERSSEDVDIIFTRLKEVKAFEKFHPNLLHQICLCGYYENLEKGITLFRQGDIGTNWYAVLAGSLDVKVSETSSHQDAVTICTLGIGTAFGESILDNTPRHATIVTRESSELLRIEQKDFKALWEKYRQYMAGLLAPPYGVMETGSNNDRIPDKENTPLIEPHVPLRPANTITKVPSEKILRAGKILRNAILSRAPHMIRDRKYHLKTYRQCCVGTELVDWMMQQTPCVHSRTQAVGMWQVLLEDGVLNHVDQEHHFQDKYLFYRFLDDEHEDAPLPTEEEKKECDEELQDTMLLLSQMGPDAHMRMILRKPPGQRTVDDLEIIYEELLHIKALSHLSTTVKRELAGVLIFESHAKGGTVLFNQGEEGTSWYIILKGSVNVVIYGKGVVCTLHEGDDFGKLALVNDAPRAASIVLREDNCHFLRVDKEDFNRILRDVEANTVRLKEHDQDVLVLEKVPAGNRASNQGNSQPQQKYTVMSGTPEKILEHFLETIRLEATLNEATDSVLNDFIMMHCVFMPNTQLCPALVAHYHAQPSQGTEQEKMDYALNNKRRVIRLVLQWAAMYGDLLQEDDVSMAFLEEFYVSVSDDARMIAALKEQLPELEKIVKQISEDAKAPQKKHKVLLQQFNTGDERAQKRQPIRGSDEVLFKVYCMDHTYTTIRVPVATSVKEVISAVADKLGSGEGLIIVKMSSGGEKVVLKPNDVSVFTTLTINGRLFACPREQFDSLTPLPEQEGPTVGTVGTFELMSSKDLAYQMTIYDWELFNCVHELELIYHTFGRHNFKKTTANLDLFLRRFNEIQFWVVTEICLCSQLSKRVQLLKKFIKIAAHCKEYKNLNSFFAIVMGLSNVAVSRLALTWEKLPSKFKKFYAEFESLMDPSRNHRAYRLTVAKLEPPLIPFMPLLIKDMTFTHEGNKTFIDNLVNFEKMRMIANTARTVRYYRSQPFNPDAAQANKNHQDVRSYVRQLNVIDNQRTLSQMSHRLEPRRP
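qHTS, titration series. 100 nM EPAC2 / 250 nM Rap1B-BODIPY-GDP / 50 uM GDP; RT; ex 480/em 540 nm, 5-min reads to 30 min. Norm. to 6.5 mM cAMP = activation.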
ATXN2 expr inh = Primary qHTS for Inhibitors of ATXN expression. HEK-293 ATXN2-luciferase reporter, luminescence, 24 h. Potency, µM (series often up to 57 µM), without a hit: at the highest dose activity change, negative = inhibition, most hits filed as inhibitors. hit rate 0.72% among 360,000; further: potency means the concentration at half of the fitted maximal effect; on the % scale 0 is the no-effect control and ±100 the full control effect; nearly all actives have a fitted effect of over 55% in size
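ATXN2-luciferase reporter cells (luciferase flanked by upstream and downstream ATXN2 gene portions) were treated 24 h at 37 °C with compounds at up to 57 uM. SteadyGlo luminescence gave expression; GF-AFC fluorescence gave viability.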
IL2 activator = qHTS of IL-2 Activators. hit rate 0.065% among 360,000. AID 652025, 2013. IL-2 activation reporter assay, cell-based qHTS; stimulated with anti-CD3/CD4/CD28 beads; in transgenic mouse T cells. activation, % (series mostly up to about 46 µM); in the data active means activation above about 50%; inconclusive means mostly about 30% to 49%; further: 0% is about no effect
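Readout is EGFP and DsRed signal by fluorescent plate cytometry after 18 h at 37 degrees C. Transgenic mouse T cells (750/well) received compound for 60 min before bead stimulation (anti-CD3, anti-CD4, anti-CD28); memory T cells served as non-tolerant control.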
* = called active by the depositor; i = inactive; ? = inconclusive; . = not tested or not shown; & = joins results of further samples; [ ] = remark or other dose. Unless noted, the call rests on the fitted dose curve; in most records, active means well fitted curve in the direction sought with a large enough effect; inconclusive means small, poorly fitted or top-dose-only effect, or another doubt; inactive means no such curve, though single readings can be large; an effect the other way counts as inactive or inconclusive.

SMILES	HepG2 viability	Nrf2 block	TGFb inhibitor	Nrf2 ARE act	ATXN viability	A549 viability	EPAC2 agonist	ATXN2 expr inh	IL2 activator
Cc1ccc(OC(F)F)c(N2C(=O)C3C4CCC(O4)C3C2=O)c1 (stereo not given)	6%	5%	0%	-0.6%	i	-1%	5%	.	-0.7
COc1ccc2c(c1)[C@]13CCCCC1C(C2)N(C)CC3 (stereo not given in full)	2%	-4%	-24%	-0.8%	i	-3%	1%	-8%&-13%	0.0
CCOC(=O)[C@]12Cc3cc(Cl)ccc3[C@H]1N(Cc1ccccc1)C(=O)c1ccccc12	-14%&-7%	?	?	7.0%	i	?	1%	-25%	-0.7
O=c1[nH]c(=S)[nH]c(O)c1N=Nc1ccc(S(=O)(=O)N2CCc3ccccc32)cc1	-37%	20%	-7%	8.9µM*	i	-4%	-7%	-22%[11.3 µM]	-6.1
C=CCNC(=O)c1c(N)n(CCN2CCOCC2)c2nc3ccccc3nc12	-29%	-12%	-25%	5.4%	i	-4%	4%	3%	-1.2
COc1cccc(-n2c(O)c(C=Nc3c(C)n(C)n(-c4ccccc4)c3=O)c(=O)[nH]c2=O)c1	1%	18%	1%	-0.7%	i	-7%	-8%	9%[11.3 µM]	-2.7
COc1cc(C2SCC(=O)Nc3c2c(=O)[nH]n3C2CCCCCC2)cc(OC)c1OC (stereo not given)	-13%	-16%	?	-0.5%	i	-12%	8%	2%	-3.4
COc1ccc(NC(=O)c2cc([N+](=O)[O-])ccc2N2CCNCC2)cc1	32%	2%	32%[activator]	-0.1%	?	0%	6%	-5%	-4.6
CC1(C)N=C(c2ccccc2)[C@@H]2C(c3ccc([N+](=O)[O-])cc3)N21 (stereo not given in full)	-7%	-10%	-18%	-0.5%	i	-3%	1%	-3%	-0.1
COC(=O)Cn1cc(/C=C2\C(=O)NC(=O)N(c3ccccc3)C2=O)c2ccccc21	-1%	-2%	0%	1.7%	i	0%	-16%	6%	-1.7
CC(C(=O)O)N(C(=O)c1ccccc1)c1ccc(F)c(Cl)c1 (stereo not given)	-7%	4%	-1%	-0.3%	i	4%	6%	2%	1.1
COC(=O)C1=C(c2ccc(OCc3ccccc3)c(F)c2)C[C@@H]2CC[C@H]1N2C	-29%	.	6%	-0.5%	?	.	13%	-4%	-1.7
COc1ccc(CC2(CCc3ccccn3)C(=O)NC(=O)N(c3ccccc3C)C2=O)cc1OC (stereo not given)	2%	-4%	-1%	2.0%	i	-6%	5%	-3%	-0.3
CC[C@@]1(O)C(=O)OCc2c1cc1n(c2=O)Cc2cc3ccccc3nc2-1	-39%	2.1µM*	-20%	.	.	-14%	.	0.019µM*	.
CCOC(=O)C1=C(N)Oc2c(c(=O)oc3ccccc23)C12C(=O)N(C)c1ccccc12 (stereo not given)	-18%&-11%	14%	-10%&2%	3.7%	i	8%	4%	-5%	-2.4
CC12CN3CN(C1)CC(C)(C3)C2=NO	5%	8%	-13%	-0.4%	?	-7%	-6%	7%	-2.4
CN1C(=O)NC(=O)C(C)(C2=CCCCC2)C1=O (stereo not given)	-9%	?	7%	-1.4%	i	-4%	3%	57%&2%[activator]	-0.1
O=C(Nc1ccc(Cl)cc1)N1CC1	-1%	21%	3%	2.8%	?	-7%	2%	14%	-0.6
CC(C)Nc1ccc(Nc2ccccc2)cc1	-103%	-23%	?	3.3%	?	0%	15%	-13%	-4.5
CCOc1ccc(NC(=O)Cn2c(=O)oc3cc(S(=O)(=O)N4CCCCCC4)ccc32)cc1	-32%	.	0%	-0.5%	.	-5%	.	.	.
C=CCn1c(O)c(C(CC)=NCCC2=CCCCC2)c(=O)[nH]c1=O	-32%	?	-7%	2.8%	.	-1%	7%	.	-2.0
CCN(CC)c1ccc(N=Cc2c(O)n(CCc3ccc(OC)c(OC)c3)c(=O)[nH]c2=O)cc1	17%	?	-9%	0.5%	i	-10%	100µM*	-5%	2.3
O=C(c1cc(C(=O)NCc2ccc(Cl)cc2)c(=O)n(Cc2ccc(Cl)cc2)c1)c1cc(F)ccc1O	-4%	?	1%	0.2%	i	?	9%	-27%	6.7
CCN1CCN(C(=O)Cc2coc3ccc4ccccc4c23)CC1	-27%	-1%	3%	0.6%	i	4%	9%	0%	-0.4

Among those listed so far, these contain a nitro group on carbon:
SMILES	HepG2 viability	Nrf2 block	TGFb inhibitor	Nrf2 ARE act	ATXN viability	A549 viability	EPAC2 agonist	ATXN2 expr inh	IL2 activator
COc1ccc(NC(=O)c2cc([N+](=O)[O-])ccc2N2CCNCC2)cc1	32%	2%	32%[activator]	-0.1%	?	0%	6%	-5%	-4.6
CC1(C)N=C(c2ccccc2)[C@@H]2C(c3ccc([N+](=O)[O-])cc3)N21 (stereo not given in full)	-7%	-10%	-18%	-0.5%	i	-3%	1%	-3%	-0.1

(list continues)
SMILES	HepG2 viability	Nrf2 block	TGFb inhibitor	Nrf2 ARE act	ATXN viability	A549 viability	EPAC2 agonist	ATXN2 expr inh	IL2 activator
Cc1ccc2c(c1)C1CN(C)CCC1N2C(=O)COc1ccc(S(=O)(=O)N2CCOCC2)cc1 (stereo not given)	-17%	2%	-2%	-0.1%	i	12%	10%	-15%	-1.2
Cc1ccc(C(O)P(=O)(OCCC(C)C)c2ccc(N(C)C)cc2)cc1 (stereo not given)	-40%	7%	?	0.0%	i	0%	-14%	-1%	-3.4
CCOc1ccc(/C=C2/C(=O)NC(=O)N(CCc3ccc(F)cc3)C2=O)cc1	7%	19%	3%	2.4%	i	8%	2%	.	-1.4
CCOC(=O)/C(=N\Nc1ccccc1)N1CC1	-1%	-3%	1%	-0.5%	i	-3%	5%	-22%	0.5
CCN(CC)CCCN=C(C)c1c(O)n(-c2ccc(C)cc2)c(=O)[nH]c1=O	-7%	.	0%	-0.5%	i	9%	1%	-10%	-3.1
COC1=CC2[C@@H]3Cc4ccc(OC)c(O)c4[C@]2(CCN3C)CC1=O (stereo not given in full)	1%	2%	9%	0.2%	i	2%	9%	0%	0.0
CN1CCN(c2ccc(N)cc2Cl)CC1	-9%	5%	8%	0.1%	i	-12%	19%	-16%	-1.1
Cc1cccc(-n2c(O)c(C=NCCN3CCNCC3)c(=O)[nH]c2=S)c1	-4%	-4%	-2%	-0.8%	i	1%	7%	-14%	-1.3
O=C(C1CCCN(Cc2ccc(Cl)cc2)C1)N1CCCCC1 (stereo not given)	2%	3%	0%	0.2%	i	9%	7%	-26%	-2.0
CC(Cc1ccccc1Sc1ccc(O)cc1)N(C)C (stereo not given)	-43%	3%	24%	0.7%	i	1%	5%	-16%	1.2
COc1cccc(N2C(=O)NC(=O)/C(=C/c3ccc([N+](=O)[O-])s3)C2=O)c1	-28%	-8%	?	?	i	-16%	4%	-38%	-3.3
Cc1ccc(S(=O)(=O)Oc2ccccc2C=C2C(=O)NC(=O)NC2=O)cc1	-13%	.	1%	3.3%	?	.	0%	.	-2.7
O=C(c1ccccc1)C1NC1c1ccccc1 (stereo not given)	14%	?	-4%	4.4%	i	2%	8%	17%	0.3
CCc1ccc(N2C(=O)NC(=O)/C(=C/c3cccn3CCOc3ccc(C)cc3)C2=O)cc1	7%	?	8%	0.0%	?	0%	-11%	7%	0.3
CCN(CC)c1ccccc1	1%	-4%	9%	-0.3%	i	0%	1%	-5%	-0.4
COC(=O)C1=C(c2cccc(OCc3ccccc3)c2)C[C@@H]2CC[C@H]1N2C(=O)NCc1ccc([N+](=O)[O-])cc1	1%	?	-9%	0.1%	i	-5%	-3%	1%	-3.6
CCN(C(=O)Cn1c(=O)oc2cc(S(=O)(=O)N3CCCCCC3)ccc21)c1cccc(C)c1	-34%	0%	.	5.4%	.	4%	.	.	.
COc1ccc(OC)c(N2C(=O)NC(=O)C3(Cc4cc(C)ccc4N(C)C3)C2=O)c1 (stereo not given)	-17%	?	8%	-0.7%	i	-11%	9%	-17%	-1.8
CN1CCN(Cc2cn3cccnc3n2)CC1	5%	-7%	8%	0.0%	i	12%	9%	-4%	-0.4
COc1ccc(/C=N\NC(=O)c2cccc(F)c2)cc1COc1ccccc1	46%	1%	?	6.1%	?	-27%	7%	5%	-2.2
CC(C)c1ccc(-n2c(O)c(C=NCCN3CCNCC3)c(=O)[nH]c2=S)cc1	7%	?	-2%	0.0%	i	14%	-3%	.	0.1
O=c1c2ccccc2nc(-c2ccccc2)n1-c1ccccc1O	1%	0%	-4%	3.2%[9.22 µM]	?	-16%	1%	-26%	-1.8
CN(C)c1ccc(C=C2C=CC=C2)cc1	-5%&-11%	?	13%&1%	4.8%	?	-11%	-3%	10%	-0.5
O=C(Cc1ccccc1)Oc1ccc([N+](=O)[O-])cc1	19%	5%	-6%	-0.5%	i	1%	11%	-8%	-0.3
COC(=O)C1=C(c2cccc(OCc3ccccc3)c2)C[C@@H]2CC[C@H]1N2C(=O)NCc1ccccc1OC	2%	21µM*	?	3.0%	i	?	7%	-28%	-0.7
C=CCNC(=S)N1Cc2ccccc2-n2nncc2C1	6%	.	11%	0.0%	i	.	8%	-3%	-2.5
O=C(Nc1ccccc1F)Oc1cccc(OC(=O)Nc2ccccc2F)c1	-2%	?	-6%	0.1%	?	0%	3%	.	-2.7
CCCCn1c(=O)c(C=Nc2cccnc2Cl)c(O)n(CCCCl)c1=O	1%	-21%	19%	2.5%	i	-4%	-8%	3%	-3.2
O=P1(NCCCl)OCCCN1CCCl (stereo not given)	-13%	10%	1%	0.6%	i	0%	8%	0%&14%&0%	-0.4
c1ccc2c(N3CCNCC3)cccc2c1	-9%	-7%	9%	0.0%	i	-1%	4%	-31%	0.1

This is a subset. The share of hits here may be higher or lower than overall.
